Mdm2 ligase inh – Mdm2 E3 ligase (human) inhibition; 0.11% of 210,000 active; cell-based MDM2 ubiquitination luciferase reporter, 2 h; 0 = plate control, 100 = twice control, blank-subtracted; signal enhancement, % at 5 µM;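 active = signal enhancement of 30% or more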;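 also: luminescence tracks abundance of the self-degrading MDM2-luciferase fusion protein; higher signal means inhibition of MDM2 E3 ligase activity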
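Test system: stable mammalian line carrying autodegrading MDM2–luciferase fusion reporter; quantity: 2000 cells in each well; times: 4 h cell settling then 2 h compound exposure, 37 °C; detection: luminescence with SteadyLite reagent, 15 min at room temperature; evaluation: percent signal gain over controls, blank-subtracted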
TNF death inh – TNF-alpha cell death inhibition in Jurkat FADD-/- cells. Jurkat FADD-/- TNF necroptosis rescue, ATP luminescence, 24 h; 0 = TNF only, 100 = no-TNF cells. activation (protection from cell death), % at 10 µM. 0.068% of 220,000 active;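 active = activation, meaning protection from cell death, of at least 50% relative to plate controls; inactive = activation below 50%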;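 also: necroptosis triggered by 40 ng/mL TNF-alpha added together with compound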
Cl transport mod – KCC2 (human) Cl- transport modulation | KCC2 cells, thallium flux FluoZin-2 fluorescence | B-score of Tl+ flux slope (higher = more flux/activation; lower = inhibition) at 10 µM | 2.2% of 190,000 active | AID 1456;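 active = thallium flux slope and its plate-corrected score both differing from the plate sample mean at a set confidence after two filtering rounds, in either direction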;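 also: slope of fluorescence scaled to starting intensity during 10 to 20 s after thallium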
PERK inh – human PERK inhibition, primary cell-based screen; Q9NZJ5; CHO PERK-DD fusion, SEAP luminescence translation reporter; inhibition, % at 5.6 µM; 0.17% of 220,000 active;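 active = inhibition above the mean inhibition of all tested compounds plus 3 SD, set separately per screening campaign, cut at about 2.9% in these data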;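 also: PERK kinase domain activated by AP20187 dimerizer at 100 nM; 0% = DMSO with dimerizer and 100% = rapamycin at 8.4 µM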
EBV gp42 block – inhibitors of Epstein-Barr virus glycoprotein 42. Fluorescence polarization binding assay, mP read-out. inhibition, % (tested at 21.74 µM). 0.42% of 220,000 active. Q1HVG2; in the data active = inhibition above about 50%
eIF4E-4G inh – blocks eIF4E binding to eIF4G | TR-FRET eIF4E-eIF4GI(517-606) binding, 2 h | 0.37% of 220,000 active | inhibition, % at 21.7 µM | P63073+Q04637;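 active = inhibition above about 30%, limit read from the data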;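 also: 0% = full FRET control wells and 100% = background wells lacking eIF4GI fragment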
L929 necroptosis – blocks zVAD induced death of L929 cells | L929 zVAD necroptosis rescue, ATP luminescence, 24 h; with zVAD 60 µM | viability rescue, % at 10 µM | 0.38% of 220,000 active;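 active = activation, scaled between plate controls, above about 75%, limit read from the data; inactive = activation under that limit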;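 also: 0% = zVAD with DMSO and 100% = DMSO alone without zVAD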
Rad51 HR inh – Rad51 (human) homologous recombination inhibition | Q06609 | hRad51 DNA strand exchange, fluorescence dequenching | inhibition, % at 10 µM | 0.085% of 200,000 active | AID 1385;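 active = inhibition above 40% at the single screening dose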;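 also: 0% = DMSO control wells and 100% = blanks with heterologous ssDNA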
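Material: Human Rad51 nucleoprotein filaments preassembled on unlabelled ssDNA | Also added: Labelled 47-mer dsDNA for strand exchange | Dosing: Single dose, 10 µM final compound | Schedule: 30-min compound preincubation and 15-min exchange, both room temperature | Technique: Fluorescence dequenching at 485/520 nm | Measure: Percent inhibition relative to plate controls and blanks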
m-calpain inh – calpain II (pig) inhibition. purified calpain II, fluorogenic peptide substrate, 30 min. AID 1236. 0.37% of 220,000 active. inhibition, % at 16 µM;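 active = inhibition above about 50%, limit read from the data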
* marks the source's active call; other numbers are inactive results; nt = not tested or not shown; & = joins results of further samples; [ ] = another dose, or the depositor's remark.

SMILES | Mdm2 ligase inh | TNF death inh | Cl transport mod | PERK inh | EBV gp42 block | eIF4E-4G inh | L929 necroptosis | Rad51 HR inh | m-calpain inh
Cc1ccc(NC(=O)CN2C(=O)S/C(=C/c3ccc(-c4cccc(C(=O)O)c4)o3)C2=O)cc1 | -16 | 0.0 | 0.08 | -0.1 | 17 | 43* | 1.8 | nt | -35
COc1ccccc1NC(=O)CN1CCN(S(=O)(=O)c2ccc(Br)cc2)CC1 | -17 | 0.7 | nt | 0.6 | -6 | 4 | 0.0 | nt | -14
Fc1ccc(CSc2nnc(-c3cccs3)o2)cc1 | -36 | 21 | nt | 1.1 | 10 | -4 | -0.3 | -1 | 22
Cc1nc(-c2cccc(S(=O)(=O)N3CC(C)OC(C)C3)c2)cs1 (configuration not stated) | -21 | -0.3 | 0.24 | -0.8 | -16 | -12 | 0.0 | 2 | 2
Cn1c(=O)cc(NCc2ccccc2)[nH]c1=O | -7 | 1.7 | -0.019 | 0.2 | -12 | 8 | -0.9 | -6 | 30
O=C(Nc1nc(-c2cccnc2)cs1)c1ccc(S(=O)(=O)N2CCOCC2)cc1 | -10 | -1.4 | 0.025 | -0.1 | -9 | -1 | -0.1 | -8 | -17
C=CCSc1nc2c(c(=O)[nH]1)C(c1ccccc1)C(C#N)=C(N)O2 (configuration not stated) | -14 | 0.3 | -1.8 | 0.0 | 0 | -3 | 0.9 | 6 | -2
N/C(=N\OC(=O)c1cccc2ccccc12)c1cccnc1 | 5 | -1.1 | -1.4 | 1.1 | -11 | -1 | 4.3 | 7 | -29
O=C1C(Cc2ccc(O)cc2)NC(=S)N1C1CCCCC1 (configuration not stated) | -1 | 5.1 | 0.3 | 0.0 | -17 | 5 | 0.1 | 8 | 3
CN1CCN(S(=O)(=O)c2ccc(N3CCN(S(=O)(=O)/C=C/c4ccccc4)CC3)nc2)CC1 | -5 | -6.7 | 0.66 | 0.7 | -8 | 5 | -0.1 | -5 | -22
O=C(CSc1nc(N2CCCCC2)nc(N2CCCCC2)n1)Nc1nccs1 | -17 | 3.8 | 0.14 | 0.7 | -8 | -1 | -0.8 | 5 | 12
CCCCN1C(=O)C(=O)N(CC(=O)Nc2cc(OCC)c(N3CCOCC3)cc2OCC)C1=O | -5 | 0.2 | nt | 0.9 | -5 | 0 | 1.1 | nt | 9
O=C(CN1CCCCC1)Nc1nnc(-c2ccccc2)s1 | -31 | -1.1 | 0.39 | 0.3 | -20 | -4[fluorescence artefact?] | 0.4 | 3 | -5
COC(=O)c1c(NC(=O)c2cccnc2)sc(C)c1C | 2 | -0.9 | nt | -1.1 | -14 | 4[fluorescence artefact?] | 0.6 | 5 | 6
CC(C(=O)OCc1nnc(-c2ccccc2)o1)N1C(=O)c2ccccc2C1=O (configuration not stated) | -9 | 1.0 | -2.1 | -0.2 | 5 | 0 | 0.3 | 1 | -16
CCN(CC)C(=O)NC1CC2CCCC(C1)N2Cc1ccccc1 (configuration not stated) | -20 | -3.2 | -0.39 | 0.1 | -18 | -3 | 0.4 | 1 | 2
c1ccc(Cn2nnc3c(NCC4CCCO4)nc(C4CC4)nc32)cc1 (configuration not stated) | -6 | 0.5 | -3.4 | -0.1 | -8 | -2 | -0.4 | -13 | 30
COCCN1C(=O)N[C@@H](CCc2ccccc2)C(C(C)=O)=C1C | nt | 1.3 | 6* | 1.2 | -18 | -6 | -1.5 | -1 | -2
COc1cc(C2CC(=O)c3cnc(NC(C)=O)nc3C2)cc(OC)c1OC (configuration not stated) | 1 | -0.8 | 1.8 | 1.0 | -9 | -2 | -0.6 | 5 | 22
NC(=O)NC(=O)COC(=O)c1ccccc1OCc1ccc(F)cc1 | -4 | 2.9 | 0.57 | 0.1 | -13 | -2 | 1.9 | 10 | -24
COCCn1c(COc2ccc(C)cc2)nc2ccccc21 | -4 | 2.7 | -2.6 | -1.5 | -12 | -5 | 0.0 | 2 | 7
Cc1cccc(N2CCN(C(=S)Nc3ccc4nc(N5CCOCC5)cc(C)c4c3)CC2C)c1 (configuration not stated) | -5 | -0.2 | -0.33 | 1.3 | -4 | 2 | 2.5 | -1 | -63
CCOc1ccc2[nH]c(=O)c(CN(Cc3nnnn3Cc3ccccc3)CC3CCCO3)cc2c1 (configuration not stated) | -1 | -9.7 | 0.15 | 0.8 | 0 | -8 | -0.1 | -10 | -41
CC1CN(S(=O)(=O)c2cccs2)CC(C)O1 (configuration not stated) | -12 | -0.8 | -1.8 | 0.2 | -13 | 4[fluorescence artefact?] | 0.1 | -1 | -31
NC(=O)CC(NC(=O)Cc1ccc(Br)cc1)c1ccc(NCc2ccc(F)c(F)c2)c([N+](=O)[O-])c1 (configuration not stated) | 11 | -0.5 | 0.52 | nt | -22 | -6 | -0.6 | -9 | 7
Cc1cc(-c2ccco2)n(CC(=O)NCc2ccccc2)n1 | -6 | 0.3 | 0.37 | 0.8 | -18 | -5 | 0.6 | -7 | -2
CCN(CC)C(=O)CC(c1ccc(F)cc1)c1ccc(OC)cc1 (configuration not stated) | -10 | 0.6 | -0.41 | -0.2 | -27 | 0 | -0.6 | 0 | -4
CCCCOc1ccc(C(=O)NC)cc1 | -2 | -1.0 | 1.7 | 0.5 | -18 | -11[fluorescence artefact?] | -0.2 | 0 | -18
Cc1ccc(C)c(CSc2nnc([C@@H](N)C(C)C)o2)c1 | -11 | -3.4 | nt | 0.0 | -15 | 5[fluorescence artefact?] | 0.3 | 7 | 7
Cc1nn(-c2cc(C(F)(F)F)ccc2Cl)c2nc(C(Cl)(Cl)Cl)[nH]c(=O)c12 | -14 | -0.8 | 50* | 1.2 | 0 | 1 | 0.6 | nt | -6
Cc1nn(-c2ccccc2)cc1/C=N/NS(=O)(=O)c1ccccc1 | -9 | 2.2 | 0.43 | 0.5 | -1 | 5 | 0.8 | 10 | 6
Cc1cc(=O)n2[nH]c(-c3ccc(C(C)(C)C)cc3)cc2n1 | -18&-6 | -3.2&0.0 | -0.56&-0.7 | -0.6&0.6 | -1&-30 | -3&3 | 16&0.7 | 15&0 | -10&-59
S=C(NC1CCCCC1)NN(c1ccccc1)c1ccccc1 | 9 | -2.2 | 0.066 | 0.7 | -22 | 24[fluorescence artefact?] | -0.1 | -50 | 29
CCc1nnc(NC(=O)c2ccc(-c3ccc(Cl)cc3)o2)s1 | -18 | 2.0 | -0.075 | 0.9 | -13 | -1 | 1.5 | -20 | -132
O=C(Nc1ccccc1N1CCOCC1)C1CCCCN1S(=O)(=O)c1ccccc1 (configuration not stated) | -8 | -0.5 | -1.7 | 0.6 | 5 | -2 | -0.2 | 13 | -12
Cc1ccc(S(=O)(=O)CC(=O)Nc2ccc(S(=O)(=O)Nc3onc(C)c3C)cc2)cc1 | -9 | 0.0 | 0.81 | 0.4 | -10 | -7 | 0.2 | 9 | 12
Cn1cccc1/C=N/n1c(-c2ccc(Cl)cc2Cl)n[nH]c1=S | 3 | -0.2 | nt | 0.7 | -13 | 3 | 0.0 | -5 | -1
COc1ccc(N(CC(=O)Nc2ccc(C)cn2)S(=O)(=O)c2c(C)nn(C)c2C)cc1 | -6 | 0.3 | -1.2 | 0.3 | -6 | 4 | 0.1 | -1 | -9
COc1ccc(/C=C/C(=O)OC(C)CN2CCOCC2)cc1 (configuration not stated) | -7 | -1.2 | -0.14 | 1.0 | 4 | -13[fluorescence artefact?] | 0.1 | -12 | 5
C=CCn1c(=O)c(C(C)=O)cn(N(C)c2ncc(C(F)(F)F)cc2Cl)c1=O | -1 | -0.7 | -0.13 | 0.9 | -5 | -1 | 1.4 | 6 | -18
C=CCn1c(C)cc(C(=O)CSc2nnc(Cc3ccccc3)o2)c1C | -27 | -0.1 | nt | 1.2 | -5 | -1[fluorescence artefact?] | 1.4 | -3 | -10
Cc1[nH]c(=O)c(C#N)c2c1CSC(C)(C)C2 | -6 | -2.1 | -1.1 | -0.3 | -11 | 8 | -0.3 | -4 | -13
CCOC(=O)N1CCN(C2=Nc3cccc4cccc2c34)CC1 | -22 | 1.7 | -1.4 | -0.4 | 44 | 2 | 0.3 | -3 | -398
O=C(C1=C[C@@H](c2coc3ccccc3c2=O)C[C@@H](OCc2ccc(CO)cc2)O1)N1CCN(Cc2ccc3c(c2)OCO3)CC1 | nt | 1.0 | -0.28 | 0.2 | -6 | -3 | 0.7 | -2 | 2
O=C(c1cccnc1Nc1ccccc1F)N1CCOCC1 | -5 | 0.2 | 0.6 | 0.1 | 11 | -1 | -0.1 | 11 | -7
COC(=O)c1cc(-c2ccccc2)on1 | -14 | -2.7 | nt | 0.4 | -6 | -3[fluorescence artefact?] | 0.3 | 13 | 0
COc1ccc(N(Cc2cc3cc(OC)ccc3[nH]c2=O)C(=O)c2cccnc2)cc1 | -18 | -1.4 | 0.059 | -0.3 | nt | nt | 2.2 | 13 | nt
Cc1ccc(C(=O)N2Cc3ccccc3CC2C(=O)O)cc1 (configuration not stated) | 5 | 1.5 | 0.69 | -0.8 | -18 | -4 | 2.1 | 2 | -5
N#CC(C#N)=C1NC2(CCCC2)Cc2ccccc21 | -1 | 0.4 | 0.29 | -0.2 | -14 | 0[fluorescence artefact?] | -0.4 | 2 | 8

5 entries picked at random from the list so far, as already listed:
SMILES | Mdm2 ligase inh | TNF death inh | Cl transport mod | PERK inh | EBV gp42 block | eIF4E-4G inh | L929 necroptosis | Rad51 HR inh | m-calpain inh
Cc1nn(-c2ccccc2)cc1/C=N/NS(=O)(=O)c1ccccc1 | -9 | 2.2 | 0.43 | 0.5 | -1 | 5 | 0.8 | 10 | 6
Cc1nn(-c2cc(C(F)(F)F)ccc2Cl)c2nc(C(Cl)(Cl)Cl)[nH]c(=O)c12 | -14 | -0.8 | 50* | 1.2 | 0 | 1 | 0.6 | nt | -6
O=C(C1=C[C@@H](c2coc3ccccc3c2=O)C[C@@H](OCc2ccc(CO)cc2)O1)N1CCN(Cc2ccc3c(c2)OCO3)CC1 | nt | 1.0 | -0.28 | 0.2 | -6 | -3 | 0.7 | -2 | 2
O=C(Nc1ccccc1N1CCOCC1)C1CCCCN1S(=O)(=O)c1ccccc1 (configuration not stated) | -8 | -0.5 | -1.7 | 0.6 | 5 | -2 | -0.2 | 13 | -12
Cc1ccc(S(=O)(=O)CC(=O)Nc2ccc(S(=O)(=O)Nc3onc(C)c3C)cc2)cc1 | -9 | 0.0 | 0.81 | 0.4 | -10 | -7 | 0.2 | 9 | 12

Screening data: PubChem BioAssay, several laboratories
